# Screening results (PubChem)
# HCV inhibitor – blocks hepatitis C virus; Huh7.5.1 HCVcc-Cre infection, luciferase reporter, 44 h; Potency, µM (series often up to 41.8 µM), without a hit: at the highest dose activity change, negative = inhibition, most hits filed as inhibitors; actives 3.4% (n = 340,000); AID 651820; note: potency is the fitted concentration of half-maximal effect
#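 Reporter virus HCVcc-Cre (~0.5 moi) infects cells exposed to compound; seeding density 1,000 cells/well with 4 h settling beforehand. Luminescence, 15 sec read, taken 44 h post-infection following a 15 min RT substrate incubation.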
# AmpC no deterg – inhibitors of E. coli AmpC beta-lactamase without detergent | P00811 | AmpC nitrocefin hydrolysis, absorbance 480 nm, 0.0001% Triton | Potency, µM (doses to about 57.1 µM), for the others: at the top dose activity change, negative = inhibition, most hits filed as inhibitors | actives 0.52% (n = 330,000) | AID 485341;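 note: potency is the fitted concentration of half-maximal effect; plate controls were no compound for no effect and no enzyme for full effect; nearly all actives have a fitted effect of over 20% in size; some results filed as inactive show a strong effect at the top dose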
# Target sequence (P00811 whole entry, looked up): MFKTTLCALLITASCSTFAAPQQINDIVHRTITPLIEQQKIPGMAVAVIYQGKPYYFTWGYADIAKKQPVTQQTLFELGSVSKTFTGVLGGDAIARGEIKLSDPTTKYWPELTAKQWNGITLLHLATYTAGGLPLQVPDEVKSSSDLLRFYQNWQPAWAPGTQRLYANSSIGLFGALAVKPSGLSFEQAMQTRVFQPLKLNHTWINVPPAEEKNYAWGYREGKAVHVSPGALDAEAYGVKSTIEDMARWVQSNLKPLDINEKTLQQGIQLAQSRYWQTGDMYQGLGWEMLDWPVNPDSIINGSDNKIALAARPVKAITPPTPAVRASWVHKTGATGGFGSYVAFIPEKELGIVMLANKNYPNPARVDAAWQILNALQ
#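 AmpC (5.3 nM in the dispensed reagent) in 20 mM phosphate pH 7.0 with 0.01% (detergent screen) or 0.0001% Triton X-100 was preincubated with compounds for 15 min at room temperature. Nitrocefin was then added from an 800 uM solution, and hydrolysis was followed at 480 nm.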
# AmpC detergent – blocks E. coli AmpC beta-lactamase in detergent assay; AID 485294; actives 0.041% (n = 370,000); Potency, µM (top dose mostly 114 µM), without a hit: at the top dose activity change, negative = inhibition, usual class: inhibitors; P00811; AmpC hydrolysis of nitrocefin, absorbance 480 nm, 0.01% Triton;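 note: potency is the fitted concentration of half-maximal effect; 0% = no-compound wells and -100% = no-enzyme wells; nearly all actives have a fitted effect of over 25% in size; some results filed as inactive show a strong effect at the top dose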
#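 20 mM phosphate pH 7.0 + 0.01% (detergent screen) or 0.0001% Triton X-100; 5.3 nM AmpC reagent; cpd preinc 15 min RT; nitrocefin (800 uM stock) to start; A480 q20 s × 4 min; Activity was normalised to no-enzyme and no-compound control wells.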
# Sm TGR inh – blocks Schistosoma mansoni thioredoxin glutathione reductase | purified TGR, DTNB reduction, TNB absorbance 405 nm | actives 3% (n = 360,000) | Potency, µM (top dose mostly 114 µM), inactives show at the highest dose activity change, negative = inhibition, hits mostly inhibitors | Q962Y6; note: potency is the fitted concentration of half-maximal effect; nearly all actives have a fitted effect of over 60% in size
#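 TGR 20 nM + NADPH 100 uM (dispensed conc.), cpd preinc 15 min RT; start with NADPH (500 uM addition) then DTNB (15 mM addition). Kinetic TNB absorbance, 405 nm filter. Four-parameter Hill fit across titration.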
# HCMV inh – inhibitors of human cytomegalovirus | HFF cells, HCMV-luciferase reporter, 72 h; stronger effect = lower value | activity change, negative = inhibition, % at 57.5 µM | actives 4.5% (n = 410,000); in the data active = activity change below about -60%; inconclusive = no clear call, values can overlap the other calls; inactive = above about -39%
#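 Steps: HFFs plated, 16 h 37C; compounds added; HCMV-luciferase added to MOI 1 PFU/cell; 72 h 37C; OneGlo reagent, 5 min room temperature; luminescence read, normalized to controls.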
# FBPA Giardia inh – inhibitors of Giardia lamblia fructose-1,6-bisphosphate aldolase; A8B2U2; purified Giardia FBPA; Potency, µM (titrated, usually from 59.6 µM), inactives show at the highest dose activity, negative = inhibition, actives largely listed as inhibitors; actives 0.71% (n = 290,000); AID 2451; note: potency is the fitted concentration of half-maximal effect; nearly all actives have a fitted effect of over 55% in size
# Target sequence (A8B2U2 whole entry, looked up): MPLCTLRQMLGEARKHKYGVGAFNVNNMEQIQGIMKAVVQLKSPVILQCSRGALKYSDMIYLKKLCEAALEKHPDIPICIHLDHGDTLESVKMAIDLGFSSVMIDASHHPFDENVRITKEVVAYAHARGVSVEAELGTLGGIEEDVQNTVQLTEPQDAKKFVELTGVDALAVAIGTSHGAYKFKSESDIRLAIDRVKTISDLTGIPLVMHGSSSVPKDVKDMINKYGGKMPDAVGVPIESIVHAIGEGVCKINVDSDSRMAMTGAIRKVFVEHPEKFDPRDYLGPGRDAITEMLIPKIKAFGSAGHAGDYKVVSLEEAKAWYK
#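 40 nM FBPA preincubated 10 min at RT with compound (up to 57.5 uM final), then substrate plus GAPDH/TPI/NAD/arsenate coupling and diaphorase/resazurin added. Fluorescence read after 20 min at RT, 525/598 nm.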
# An asterisk follows results filed as active; ? = inconclusive; · = not tested or not shown; & = joins results of further samples; [ ] = remark or other dose. Unless noted, calls come from the whole dose curve; as a rule, active = well fitted curve in the direction sought with a large enough effect; inconclusive = small, poorly fitted or top-dose-only effect, or another doubt; inactive = no such curve, though single readings can be large; an effect the other way counts as inactive or inconclusive. Unless noted, % is set by controls: 0 for no effect and ±100 for the full control effect.
SMILES,HCV inhibitor,AmpC no deterg,AmpC detergent,Sm TGR inh,HCMV inh,FBPA Giardia inh
COc1ccc(/C=N/NC(=O)C(=O)NCC2CCCO2)cc1 (configuration not stated),21%,-11%,-10%,-6%,16,1%
CC(C)Cn1c(N)c(C(=O)COC(=O)c2cccnc2Cl)c(=O)n(C)c1=O,?,-14%[11.4 µM],?,1%,14,0%
COc1cccc(N2CCN(c3ccc4nnc(CCC(=O)Nc5ccccc5OC)n4n3)CC2)c1,-3%,206%[activator],-3%,-3%,-2,·
CCOC(=O)C1(Cc2ccccc2C)CCCN(Cc2cc(OC)c(O)c(OC)c2)C1 (configuration not stated),-7%,61%[activator],7%,4.5µM*,21,?
COc1cccc(NC(=S)NNC(=O)c2c([N+](=O)[O-])c(C)nn2C)c1,·,-21%,1%,3%,14,26%
COc1cccc(-n2nnc(-c3nc(-c4cccs4)no3)c2N)c1,·,·,1%,9%,50,·
COc1ccc(N(Cc2cc3cccc(C)c3[nH]c2=O)S(=O)(=O)c2ccc(OC)cc2)cc1,15%,-23%,-1%,-25%,3,-4%
CCOc1ccc(C2C(C(=O)Nc3ccccc3C)=C(C)Nc3nnnn32)cc1 (configuration not stated),·,·,26%,-1%,-14,·
Cc1nc2ccc(S(=O)(=O)N(CC(=O)Nc3cccc(Cl)c3)Cc3ccccc3)cc2s1,·,·,0%,-5%,-24,·
O=C1OC(c2ccc(Cl)cc2)=N/C1=C\C=C\c1ccco1,16%,-30%,-13%,28µM*,39,-11%
COc1cc(/C=N/Nc2ccc(Cl)c(C(=O)O)c2)ccc1OC(=O)c1cccs1,3%,-42%,1%,-28%,42,3%
c1ccc(Nc2nc3ccccc3n3cnnc23)cc1,-10%,2%,1%,3%,59,1%

# Not a retest: an excerpt of the list.
SMILES,HCV inhibitor,AmpC no deterg,AmpC detergent,Sm TGR inh,HCMV inh,FBPA Giardia inh
COc1ccc(/C=N/NC(=O)C(=O)NCC2CCCO2)cc1 (configuration not stated),21%,-11%,-10%,-6%,16,1%
CC(C)Cn1c(N)c(C(=O)COC(=O)c2cccnc2Cl)c(=O)n(C)c1=O,?,-14%[11.4 µM],?,1%,14,0%

# Single entries from above:
# Result of COc1ccc(N(Cc2cc3cccc(C)c3[nH]c2=O)S(=O)(=O)c2ccc(OC)cc2)cc1 in HCMV inh: 3
# Result of COc1cccc(N2CCN(c3ccc4nnc(CCC(=O)Nc5ccccc5OC)n4n3)CC2)c1 in AmpC no deterg: 206%[activator]
# Result of COc1cccc(-n2nnc(-c3nc(-c4cccs4)no3)c2N)c1 in Sm TGR inh: 9%
# Result of CCOC(=O)C1(Cc2ccccc2C)CCCN(Cc2cc(OC)c(O)c(OC)c2)C1 (configuration not stated) in AmpC detergent: 7%
# Result of COc1cc(/C=N/Nc2ccc(Cl)c(C(=O)O)c2)ccc1OC(=O)c1cccs1 in AmpC detergent: 1%

# (more compounds)
SMILES,HCV inhibitor,AmpC no deterg,AmpC detergent,Sm TGR inh,HCMV inh,FBPA Giardia inh
Cc1nnc(SC(C)C(=O)N(C)C2CCCCC2)n1N (configuration not stated),1%,-21%,2%,-5%,-3,·
Cc1nnc(SCC(=O)Nc2ccc3c(c2)OCO3)s1,18%,-2%,-6%,-9%,-13,-9%
Cc1ccc(C)c(N2CCN(CC(=O)Nc3ccc4[nH]c(=O)[nH]c4c3)CC2)c1,20%,-1%,4%,-25%,-20,-16%
CCOc1cc(C#N)c(NC(=O)c2cccc(S(=O)(=O)N3CCOCC3)c2)cc1OCC,·,·,?,-9%,-6,·
COc1ccc(C2CCCN2C(=S)Nc2cccc(C)c2)cc1OC (configuration not stated),-21%,-10%,-2%,4%,-36,-2%
Clc1ccc(OCCNCCc2ccccc2)cc1,3%,-15%,-8%,-8%,46,-29%
CC(Oc1cccc([N+](=O)[O-])c1)C(=O)NCCC1=CCCCC1 (configuration not stated),1%,-3%,?,3%,19,·
CCN1/C(=C/c2ccc3cc(C)cc(C)c3[n+]2CC)Sc2cc(C)ccc21,7.1µM*,-2%,3%,-18%,-100*,-1%
CC(C)Cn1cc(C(=O)N2CCN(c3ccccn3)CC2)c2c3ccccc3n(C)c2c1=O,?,137%[activator],0%,-34%,10,5%
Cc1ccc(SCC(=O)Nc2cc(S(=O)(=O)N3CCCCC3)ccc2C)cc1,?,-19%,·,·,-32,·
Oc1ccccc1/C=N/c1c(-c2ccco2)nc2ccccn12,10%,154%[activator],-12%,50µM*,26,?
O=C1CN(S(=O)(=O)c2ccccc2Cl)CCN1,11%,-8%,?,?,6,·
COc1ccc(C(=O)c2ncc(C(F)(F)F)cc2Cl)cc1,-1%,-21%,9%,2%,-27,-1%
O=C(Nc1sc2c(c1C(=O)Nc1cccc(Cl)c1)CCCC2)c1cccs1,·,·,-9%,3%,47,·
CCN1CCN(C(=O)COc2ccc(S(=O)(=O)N3CCOCC3)cc2C)CC1,-13%,-10%,?,-2%,-26,3%
NS(=O)(=O)c1ccc(N=Nc2c(=O)[nH]n3c(=O)c4c([nH]c23)CCCC4)cc1,?,-9%,5%,11%,2,-9%
O=C(NNC(=O)c1ccccc1Cl)c1cccnc1,12%,-7%,-6%,1%,35,1%
CCOc1ccc(N(CC)C(=O)c2nn(-c3ccc(OC)cc3)c(=O)c3c2c2ccccc2n3C)cc1,?,3%,4%&-5%,17%&2%,-9&-28,-25%
CC(=O)c1c(C)[nH]c(C(=O)OCC(=O)Nc2cc(S(=O)(=O)N3CCCCC3)ccc2C)c1C,-18%,-57%,-12%,-7%,-11,8%
CCN(C(=O)Cc1c(C(=O)O)c(C)cn1C)c1cccc(Cl)c1,·,·,8%,6%,11,·
Cc1cccn2c(=O)c(C(=O)NCCc3ccc(S(N)(=O)=O)cc3)c(O)nc12,·,·,26%,0%,12,·
CCCCC(=O)Nc1cccc(-c2nc3ncccc3o2)c1,-19%,-9%,?,6%,-25,3%
Cc1ccc(N2CCN(S(=O)(=O)c3ccc(F)cc3)CC2)c(C)c1,?,-20%,-6%,9%,-13,-3%
COc1ccc(C2CC(C(F)(F)F)n3nc(C(=O)O)cc3N2)cc1 (configuration not stated),4%,-20%,4%,1%,30,-3%
Cc1ccc(S(=O)(=O)N(C)Cc2ccc(C(=O)N/N=C3\CC(=O)CC(C)(C)C3)cc2)cc1,4%,-24%,-5%,-20%,-3,3%
CCOC(=O)c1c(C)nc2sc3c(c2c1-c1ccc(OC)cc1)NC(c1ccccc1)NC3=O (configuration not stated),?,22%,-9%,-1%,13,1%
Cc1nn(CC(=O)NCc2ccccc2Cl)c(=O)c2nn(-c3ccccc3)c(C)c12,·,·,24%,2%,0,·
Cc1cc(S(=O)(=O)N2CCCC2C(=O)N2CCOCC2)c(C)cc1Cl (configuration not stated),8%,7%,7%,-29%,13,5%
COCC(=O)N1CCC(Oc2ccc(C(=O)NCc3cc(C)n(C)n3)cc2)CC1,·,14%,-6%,1%,-12,·
Cc1nc(C)c(-c2csc(Nc3ccc(N)cc3)n2)s1,?,0%,?,-5%,-10,-19%
CCOc1ccc(C(=O)Nc2cccc(-c3nc4ccccc4[nH]3)c2C)cc1[N+](=O)[O-],?,-26%,-4%,-2%,-20,1%
COCCOC(=O)C1=C(C)NC(=O)NC1c1c(Cl)nc2c(C)cccn2c1=O (configuration not stated),9%,-14%,?,2%,·,-5%
C=CCOc1ccc2c(c1)c(S(=O)(=O)c1ccc(C)cc1)cn2COC,-7%,15%,-13%,3%,-24,-5%
O=[N+]([O-])c1ccc(/C([O-])=C(/C(=S)Nc2ccccc2F)[n+]2ccccc2)cc1,2%,-27%,8%,41%[activator],31,-8%
Cc1ccc(NC(=O)c2ccc(C#CC3(O)CCCCC3)cc2)cc1C,?,-22%,1%,0%,-9,-5%
COC(=O)c1ccc(C(=O)OC)c(NC(=O)COC(=O)CC2CC3CCC2C3)c1 (configuration not stated),-18%,-9%,-14%,6%,5,3%
O=c1cc(/C=C/c2ccccc2)oc2ccccc12,-30%,-12%,-13%,-10%,179,-4%
CCOC(=O)/C=C1\Nc2ccccc2OC1=O,?,-28%,-12%,0%,?,-16%
O=C(CCc1nnc2ccc(NCc3ccco3)nn12)Nc1cccc(F)c1,-5%,6%,-8%,-10%,23,·
Cc1cccc2sc(N(CCCN(C)C)C(=O)c3ccco3)nc12,-24%,32%,-3%,6%,-37,-2%
COC(=O)c1sc(NC(=S)NC(=O)c2ccc(C)cc2)nc1C,-18%,-16%,-5%,-20%,43,-14%
Cc1ccccc1OCC(=O)Nc1ccc(C(=O)Nc2ccccc2C(=O)O)cc1,3%,88%[activator],2%,?,-70*,·
COc1ccc(-c2nc3n(c2C)CCC3)cc1,-15%,-8%,3%,0%,?,-15%
S=c1[nH]nc(-c2cc(-c3ccco3)[nH]n2)n1-c1cccc2ccccc12,19%,18µM*,-13%,11µM*,83,-29%
Cc1ccccc1-n1c(=O)n(Cc2ccco2)c(=O)c2[nH]cnc21,18%,-3%,-1%,?,19,?
O=C(Nc1ccc(F)c(F)c1)c1ccco1,7%,23%,2%,31%,-78*,-10%
O=C(OCC(=O)c1ccc[nH]1)c1ccc(S(=O)(=O)N2CCCCC2)cc1,0%,-14%,-10%,3%,-6,16%
COC(=O)C1=C(c2ccc(-c3ccccc3)c(F)c2)C[C@@H]2CC[C@H]1N2C(=O)N1CCc2cc(OC)c(OC)cc2C1,?,114%[activator],-7%,-4%,-18,·
CC(OC(=O)c1ccc(Cl)cc1O)C(=O)NCCC1=CCCCC1 (configuration not stated),?,-10%,·,·,-12,·
CCN(CC)S(=O)(=O)c1ccc(N/N=C/c2ccccc2OCC(=O)O)c([N+](=O)[O-])c1,-2%,-15%,-1%,-10%,52,5%
O=C1c2ccccc2-c2ncnc3c(N4CCOCC4)cc(N4CCOCC4)c1c23,?,-12%,-8%,1%,63,-13%
O=C(CCNC(=O)Cn1ccc2ccccc2c1=O)NCCc1ccc(Cl)cc1,7%,-2%,-7%,-7%,-16,-1%
CCCCNC(=O)CSc1nc2ccc(N3CCOCC3)cc2c(=O)n1CCc1ccccc1,-22%&3%,-24%,-14%,-16%,-3,?
CCOC(=O)c1c(C)[nH]c(O)c1C=Nc1ccc(C(F)(F)F)cc1,-7%,-1%,1%,?,15,-27%
S=c1[nH]nc(NCCc2ccccc2)s1,3%,-16%,1%,7%,-17,-12%
C=CCn1c(SCC(=O)Nc2ncc(Cc3ccc(C)c(Cl)c3)s2)nnc1-c1ccncc1,14%,-50%,?,-12%,-19,4%
Cc1ccccc1C(=O)Nc1sc2c(c1C(=O)N1CCCCC1)CCC(C(C)(C)C)C2 (configuration not stated),·,·,3%,-10%,12,·
CCc1nn(C(C)C(=O)N2CCc3ccccc3C2)c(=O)c2cc3occc3n12 (configuration not stated),17%,10%,-10%,-31%,-15,-1%
Oc1cccc(/C=N/Nc2cccc3cccnc23)c1,?,-42%,9%,9%,15,-14%
COc1ccc(/C=N/NC(=O)c2[nH]c3ccc(C)cc3c2-c2ccccc2)c(C(=O)O)c1OC,-11%,-30%,6%,0%,-18,12%
O=C(NS(=O)(=O)Nc1ccccc1)C1=C(N2CCCC2)COC1=O,17%,-7%,·,·,-21,·
Oc1ccc(Cl)cc1-c1cc(-c2ccccc2Cl)[nH]n1,13µM*,-32%,-1%,5%,118,-9%
